# Screening results deposited in PubChem BioAssay by several laboratories.
# Myeloid diff MLP – myeloid differentiation induction. ER-HoxA9 myeloid progenitors, lysozyme-GFP differentiation, flow cytometry. calls only at 10 µM. 1% of 360,000 active;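 active = normalized GFP-positive differentiation at or above the plate's own cutoff, the solvent-only control mean plus 3 SD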;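 also: cells exposed to compound for four days before flow analysis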
# GPR55 LPI antagonism – inhibition of LPI-stimulated GPR55 beta-arrestin translocation – imaging, U2OS, beta-arrestin-GFP, LPI agonist, primary screen (AID 2013); U2OS GPR55 beta-arrestin-GFP translocation imaging, LPI antagonism; higher % means a stronger effect; inhibition, % at 10 µM, or IC50 in µM where a hit was titrated; 0.13% of 290,000 active;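 active = spots per cell inhibited over 60%, with over 100 cells counted and total cytoplasm intensity under 500,000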;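 also: U2OS cells stably carrying GPR55 and arrestin-GFP stimulated by 5 µM LPI near EC80; imaged beta-arrestin-GFP aggregate spots per cell after agonist stimulation; plate controls were LPI-stimulated DMSO wells for no effect and DMSO wells without LPI for full effect; some results filed as inactive read as strong as hits; confirmed hits need IC50 under 10 µM and bright autofluorescent wells are also inconclusive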
# NOD1 inhibition – NOD1 signaling inhibitors, primary screen, cell-based, luminescence, uHTS (AID 1578); NOD1-driven NF-kB luciferase reporter cells, luminescence; higher % means a stronger effect; one-dose inhibition, % at 4 µM; EC50 in µM for titrated hits; 1% of 290,000 active; in the data active = inhibition mostly above about 36%, no sharp cut-off; inactive = mostly below about 34%;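 also: HEK-293T reporter cells stimulated with the NOD1 agonist gamma-tri-DAP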
# T cell modulator – T cell immune modulators affecting CD8 T cell-vesicle binding; 2C CD8+ T cell-vesicle binding, flow cytometry; active compounds read low; calls only at 7 µM; 0.068% of 330,000 active; AID 2052;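 active = response, share of CD8 T cells binding vesicles, and their 90th percentile fluorescence all below set limits, cut at about 80% in these data, passing the limit was not always enough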
#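 Assay system: 2C TCR transgenic mouse naive CD8+ T cells, MACS-purified | Read-out: CD8+ gate FL2 mean fluorescence as % of same-row positive control | Signal: High-throughput flow cytometry with anti-B7-1 and anti-CD8 staining | Timing: Binding step 1.5 h, 37 °C, antibody labelling 20 min, ice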
# GPR55 beta-arrestin – GPR55 agonists via beta-arrestin recruitment, primary screen, imaging, U2OS cells, beta-arrestin-GFP redistribution (AID 1961). U2OS GPR55 beta-arrestin-GFP redistribution imaging; higher % means a stronger effect. one-dose activation, % at 10 µM; EC50 in µM for titrated hits. 0.048% of 290,000 active;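 active = activation above 40% with more than 50 cells counted in the well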;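 also: U2OS osteosarcoma cells stably expressing GPR55 and beta-arrestin-GFP; plate controls were DMSO negative control for no effect and LPI positive control for full effect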
# KOR beta-arrestin-1 – KOR antagonists, beta-arrestin recruitment, cell-based, luminescence, uHTS (AID 1778); inhibition, % at 10 µM, or IC50 in µM where a hit was titrated; KOR beta-arrestin recruitment, luminescence, antagonist mode; higher % means a stronger effect; 0.091% of 290,000 active; also: strong numbers were not always called active
# NTR1 agonist – agonists of NTR1, primary screen, imaging, U2OS cells, beta-arrestin-GFP, high content (AID 493036); P30989; NTR1-U2OS beta-arrestin-GFP spot imaging, agonist mode; activation, % at 20 µM; 0.17% of 330,000 active;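 active = activation at or above 40% of the spot to cytoplasm intensity ratio, with at least 20 cells analyzed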;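 also: 0% = DMSO without peptide and 100% = 100 nM NTR1 peptide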
# Target sequence (P30989 whole entry, looked up): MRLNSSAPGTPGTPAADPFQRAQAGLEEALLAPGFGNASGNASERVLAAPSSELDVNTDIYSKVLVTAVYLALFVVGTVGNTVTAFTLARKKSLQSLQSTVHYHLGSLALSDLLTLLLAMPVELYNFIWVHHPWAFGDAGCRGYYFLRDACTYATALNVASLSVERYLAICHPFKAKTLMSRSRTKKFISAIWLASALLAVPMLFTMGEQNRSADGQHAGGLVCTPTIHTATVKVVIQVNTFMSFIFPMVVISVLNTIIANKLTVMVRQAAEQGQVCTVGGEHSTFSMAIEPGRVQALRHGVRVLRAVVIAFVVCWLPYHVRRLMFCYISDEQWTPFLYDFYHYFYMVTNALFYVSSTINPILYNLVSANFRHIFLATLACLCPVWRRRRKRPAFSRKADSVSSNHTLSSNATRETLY
# NOD2 inhibition – NOD2 signaling inhibitors, cell-based, luminescence, uHTS, HEK293 (AID 1566). HEK293 NOD2/NF-kB luciferase reporter, luminescence; higher % means a stronger effect. 0.63% of 290,000 active. one-dose inhibition, % at 4 µM; EC50 in µM for titrated hits; also: many of its hits are not listed in these tables
# KOR beta-arrestin-2 – kappa opioid receptor activators – cell-based, luminescence, uHTS, primary screen (AID 1777); activation, % at 10 µM; hits with a dose series show EC50 in µM; 0.02% of 280,000 active; KOR beta-arrestin recruitment, luminescence; higher % means a stronger effect; in the data active = activation above about 50%, passing the limit was not always enough; also: a part of the inactive calls stands beside numbers as strong as those of hits
# T cell modulator vesicle-bound % – further read-out of T cell modulator, marked with its call; double positive events, %; measured here: CD8+ vesicle-bound cell fraction;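 binding gate set so that unloaded-vesicle control wells show 10% double positive cells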
# NTR1 agonist cell count 20 µM – further read-out of NTR1 agonist, marked with its call; cell count; measured here: cell count, cytotoxicity flag
# Myeloid diff MLP GFP+ MAC1+ % – recorded beside Myeloid diff MLP, whose call it bears; GFP+ MAC1+ double positive, %; measured here: differentiation confirmed by MAC1 staining
# Active calls of the source: *; i = inactive; / = not tested or not shown; + = active, no number; [ ] = remark or other dose. Rule as the data show it, unless noted: active = inhibition above about 50%; inactive = the rest. Not all compounds are listed. The share of hits here may be higher or lower than overall.
Structure,Myeloid diff MLP,Myeloid diff MLP GFP+ MAC1+ %,GPR55 LPI antagonism,NOD1 inhibition,T cell modulator,T cell modulator vesicle-bound %,GPR55 beta-arrestin,KOR beta-arrestin-1,NTR1 agonist,NTR1 agonist cell count 20 µM,NOD2 inhibition,KOR beta-arrestin-2
O=C(OCc1ccccc1)C1CCCN1C(=O)c1ccccc1[N+](=O)[O-] (stereo unspecified),i,0.5,18.4%,-9.0%,i,34.6,-0.1%,17.8%,1.6,75,17.0%,-3.9%
Cc1cc(C)c(S(=O)(=O)N2CCCC(C(=O)NC3CCCC3)C2)c(C)c1 (stereo unspecified),i,0.6,2.8%,21.1%,i,24.8,0.0%,-11.6%,-1.4,42,6.4%,-5.5%
CCC1CCCCN1C(=S)Nc1cccc(S(=O)(=O)N(C)C)c1 (stereo unspecified),i,0.1,2.9%,-26.7%,i,33.5,0.0%,1.9%,1.7,56,2.5%,1.0%
N#Cc1c(NC(=O)CSc2nnc(-c3ccco3)n2-c2ccccc2)sc2c1CCC2,i,0.7,4.6%,-31.9%,i,39.3,-0.1%,-3.3%,1.8,50,19.2%,-1.1%
COc1ccc(N2CCN(CC(O)COc3ccc4c(c3)CCC4)CC2)cc1 (stereo unspecified),i,0.5,3.7%,-1.8%,i,41.8,-0.1%,1.8%,-1.7,50,-4.6%,0.8%
O=C(NCCN1CCN(S(=O)(=O)c2ccc(F)cc2)CC1)C(=O)NCc1ccccc1,i,3.2,11.8%,-4.2%,i,43.3,-0.2%,-28.9%,0.0,55,6.5%,-1.1%
COc1cc(C(=O)O/N=C(\N)Cc2ccc([N+](=O)[O-])cc2)cc(OC)c1OC,i,0.0,-15.9%,-7.2%,i,24.5,1.1%,3.0%,-1.5,53,-3.7%,/
O=C(O)CSc1nnc(COc2ccc([N+](=O)[O-])cc2)n1-c1ccccc1,i,0.4,3.8%,-41.9%,i,35.0,-0.1%,-6.8%[20 µM],-0.7,59,-1.4%,/
O=C(NCc1ccc(F)cc1)C1CCCN(c2nc3ccsc3c(=O)s2)C1 (stereo unspecified),i,0.5,-1.8%,-42.7%,i,56.3,0.1%,-6.4%,1.9,74,-14.6%,0.9%
CC(C)CCNC(=O)C1CCCN1C(=O)NC1CCCCC1 (stereo unspecified),i,0.9,-0.2%,-30.6%,i,42.6,0.2%,-38.6%,-0.3,37,-4.5%,3.9%
Cc1ccc2nc(Cc3ccc(N)cc3)[nH]c2c1,i,6.2,-8.9%,-1.9%,i,14.0,-0.1%,-10.9%,0.2,51,-5.6%,16.1%
Cc1nn(-c2ccccc2)c(Cl)c1/C=N/NC(=O)OC(C)(C)C,i,0.4,9.7%,-40.9%,i,35.1,0.6%,9.2%,3.3,61,-73.9%,0.0%
O=C(NCCc1ccccc1F)[C@@H]1CSC2c3ccccc3C(=O)N21 (stereo partly specified),i,0.4,11.7%,-33.1%,i,36.1,-0.3%,-14.1%,2.0,65,-17.5%,3.5%
Cc1cccc(C)c1NC(=O)c1ccc2c(c1)CCN2S(C)(=O)=O,/,/,6.5%,-2.6%,i,54.7,-0.3%,-7.3%,-0.2,74,23.2%,-5.9%
CC1CCN(S(=O)(=O)c2ccc3c(c2)N(CC(=O)NCCCN2CCCCC2C)C(=O)CS3)CC1 (stereo unspecified),i,2.0,12.9%,-16.4%,i,59.4,0.2%,-5.8%,1.8,71,9.4%,-4.0%

# Next section, overlapping the part above by two compounds.
Structure,Myeloid diff MLP,Myeloid diff MLP GFP+ MAC1+ %,GPR55 LPI antagonism,NOD1 inhibition,T cell modulator,T cell modulator vesicle-bound %,GPR55 beta-arrestin,KOR beta-arrestin-1,NTR1 agonist,NTR1 agonist cell count 20 µM,NOD2 inhibition,KOR beta-arrestin-2
Cc1cccc(C)c1NC(=O)c1ccc2c(c1)CCN2S(C)(=O)=O,/,/,6.5%,-2.6%,i,54.7,-0.3%,-7.3%,-0.2,74,23.2%,-5.9%
CC1CCN(S(=O)(=O)c2ccc3c(c2)N(CC(=O)NCCCN2CCCCC2C)C(=O)CS3)CC1 (stereo unspecified),i,2.0,12.9%,-16.4%,i,59.4,0.2%,-5.8%,1.8,71,9.4%,-4.0%
CC(=O)NN1C(=O)c2ccccc2NC1c1ccccc1 (stereo unspecified),i,0.6,-1.4%,-9.1%,i,26.9,0.0%,19.1%,0.6,93,5.8%,1.4%
Cn1c(=O)[nH]c(=O)c2c1nc(Br)n2CCCCSc1nc2ccccc2o1,i,0.7,-6.0%,14.3%,i,10.3,-0.2%,12.2%,-0.6,57,12.6%,0.0%
O=C(CNC(=O)c1ccc(Cl)cc1)OCC(=O)N1CCCC1,i,0.8,4.3%,-15.9%,i,16.1,-0.4%,7.2%,-0.4,53,16.8%,-2.3%
COc1cccc(CNS(=O)(=O)c2ccc3c(c2)NC(=O)CS3)c1,i,1.1,14.5%,-18.0%,i,28.8,-0.4%,-15.7%,1.8,70,4.9%,4.8%
Cn1cnnc1SCC(=O)Nc1ccc(OC(F)F)cc1,i,0.2,13.9%,-24.5%,i,38.8,1.1%,-3.3%,-0.1,42,-3.1%,-0.2%
Cc1cccc(-n2cnc(C(=O)NNC(=S)Nc3ccccc3)c2)n1,i,0.4,1.3%,-53.3%,i,23.0,0.7%,-14.2%,-0.1,35,-3.6%,-6.4%
COC(=O)CCC(=O)NNC(=O)CCCOc1ccc(Cl)cc1Cl,i,4.6,-1.6%,7.7%,i,49.0,-0.1%,-3.6%,2.6,69,1.3%,-0.9%
COc1c(S(=O)(=O)NCCN2CCOCC2)ccc(Cl)c1Cl,i,2.7,6.0%,-18.8%,i,20.6,0.3%,-11.9%,-1.5,52,1.5%,4.9%
CCC(C)NC(=O)CN1C(=O)NC2(CCc3ccccc3C2)C1=O (stereo unspecified),i,0.3,-6.7%,-20.2%,i,44.0,0.6%,20.0%,0.3,74,9.0%,-6.9%
CN1CCc2c(sc(/N=C/c3c[nH]c4ccccc34)c2C(N)=O)C1,+,2.0*,5.4%,-2.4%,i,34.6,0.0%,/,-0.3,60,-7.5%,0.6%
O=C1CN(C(=O)c2ccc3nc(Cc4cccc(Cl)c4)oc3c2)CCN1,i,0.2,2.2%,-25.8%,i,44.4,-0.1%,-5.1%,-0.5,53,-18.4%,0.8%
Cc1ccc(N/C(CSC(N)=O)=N\S(=O)(=O)c2ccc(C)cc2)cc1,i,0.7,2.6%,3.8%,i,12.9,-0.1%,3.2%,-0.1,76,9.9%,-2.3%
CC(=O)N/C(=C\c1cccc([N+](=O)[O-])c1)C(=O)NC(C)C,i,1.1,8.8%,-23.2%,i,35.5,0.1%,4.5%,5.0,60,4.6%,14.9%
C/C(=N/NC(=O)CNC(=O)c1ccccc1F)c1ccc2c(c1)CCCC2,i,0.1,13.4%,-27.4%,i,29.9,0.7%,-19.8%,0.9,53,7.8%,-1.3%
CCOC(=O)CC1(CC(=O)OCC)NC(=O)c2c(C)sc(C(=O)OCC)c2N1,i,1.3,16.0%,/,i,29.5,-0.1%,-11.1%,1.2,59,-8.5%,-0.7%
CC(=O)NN1C(=O)c2ccccc2NC1c1ccc(N(C)C)cc1 (stereo unspecified),i,0.7,4.1%,1.0%,i,9.7,0.0%,10.9%,-0.7,96,8.8%,-1.5%
O=C(COc1ccc2c(-c3ccccc3)cc(=O)oc2c1)NCCN1CCOCC1,i,0.0,3.7%,-11.1%,i,17.1,-0.2%,-25.2%,1.1,64,21.6%,-1.3%
NC(=O)CSc1nnc2sc3ccccc3n12,i,1.1,2.9%,-30.2%,+,2.7*,0.2%,-25.9%,-0.1,48,12.0%,10.7%
O=C(CCSc1ccc(Cl)cc1)N1CCOCC1,i,0.4,2.1%,-35.7%,i,50.9,0.5%,-2.0%,-0.4,96,-16.8%,-3.4%
Cn1c(SCC(=O)Nc2ccc(N3CCOCC3)cc2)nnc1-c1ccco1,i,0.5,4.7%,-15.6%,i,13.0,0.6%,5.6%,-1.3,52,15.9%,-2.9%
CC1CCC2(CC1)SCC(=O)N2c1ccc(F)cc1 (stereo unspecified),i,0.7,5.8%,11.1%,i,29.7,-0.3%,-76.6%,0.4,44,-27.5%,5.2%
CCN(CC)S(=O)(=O)c1ccc(-c2ccc(S(=O)(=O)N(CC)CC)cc2)cc1,i,0.6,8.6%,39.7%,i,14.1,0.6%,-8.3%,-1.3,74,-0.4%,1.7%
Cc1nn(C)c(C)c1S(=O)(=O)N(CC(=O)N1CCc2ccccc21)c1ccc(C(C)C)cc1,+,18.5*,-12.2%,6.9%,i,26.1,0.3%,-5.6%,1.4,43,6.5%,2.5%
Cc1cc(=O)c2c(C)ccc(C)c2[nH]1,i,0.3,11.1%,-2.5%,i,47.4,0.0%,35.7%,-1.6,45,17.3%,-2.3%
CNC(=O)c1cc2cc(Br)ccc2s1,i,0.1,3.1%,-21.4%,i,35.0,0.1%,21.1%,-1.3,65,-1.0%,-4.1%
O=C(CC1NCCN(Cc2ccccc2)C1=O)Nc1ccccc1 (stereo unspecified),i,0.4,3.2%,-5.1%,i,22.9,0.6%,21.3%,1.3,49,3.7%,-1.6%
Cc1nnc(SCC(=O)Nc2ccc(S(=O)(=O)N3CCCCC3)cc2)s1,i,0.7,7.6%,12.6%,i,19.9,0.3%,28.1%,1.1,48,15.2%,-0.3%
Cc1noc(C)c1CCC(=O)O,i,0.4,22.2%,-32.8%,i,40.1,1.0%,-31.0%[20 µM],-1.1,81,9.8%,/
O=C(COC(=O)C1CC1)Nc1ccc(N=Nc2ccccc2)cc1,i,0.3,12.9%,-67.4%,i,36.1,-0.1%,-4.9%,2.0,36,-78.8%,-2.6%
Cc1cccc(NC(=O)/C(C#N)=C\c2cc(C)n(-c3ccc(C(=O)O)cc3)c2C)c1,i,0.1,-0.7%,-3.1%,i,55.7,-0.1%,-14.9%[20 µM],-0.6,78,34.1%,-4.3%
CCCN=C1N/C(=C\c2ccco2)C(=O)N1c1ccccc1,i,1.4,15.7%,-6.8%,i,51.4,0.3%,-50.4%,0.2,45,4.2%,-1.5%
COc1cccc(C(=O)Nc2ccc(S(=O)(=O)Nc3nccc(C)n3)cc2)c1,i,0.7,13.5%,-16.6%,i,47.3,0.0%,14.0%,1.5,55,14.2%,4.8%
Cc1cccc(-c2nc3ccccc3c(=O)n2NC(=O)c2cccnc2Cl)c1,i,0.5,-1.3%,-24.3%,i,49.6,-0.3%,-8.7%,2.2,71,9.7%,17.5%
